# proCasp7 act: activates human procaspase-7, counter-screen for procaspase-3 activators. recombinant procaspase-7, Ac-DEVD-pNA absorbance 405 nm; D23A/D198A/D206A triple mutant, cannot self-cleave; scale: DMSO 0, 5 µM enzyme 100. P55210. actives 0.093% (n = 330,000). AID 463210. activation, % at 8.5 µM;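 active = percent activation above the screen-wide mean plus 3 SD, cut at about 25% in these data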
#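 Detection: p-Nitroaniline absorbance at 405 nm, read at 0 and 120 min; system: Uncleavable procaspase-7 mutant enzyme; evaluation: % activation from two-timepoint absorbance difference, scaled to controls; times: 1 h enzyme–compound preincubation and 2 h substrate reaction, both 25 °C; buffer or medium: Zinc-free HEPES pH 7.4 with 300 mM NaCl, 0.01% Triton X-100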
# AHR activator: human AHR activation; P35869; AHR-responsive luciferase reporter cells, luminescence; activation, % at 5 µM; actives 2.5% (n = 320,000); AID 2796; in the data active = activation above about 47%;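 note: 0% = vehicle wells and 100% = reference agonist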
# Target sequence (P35869 whole entry, looked up): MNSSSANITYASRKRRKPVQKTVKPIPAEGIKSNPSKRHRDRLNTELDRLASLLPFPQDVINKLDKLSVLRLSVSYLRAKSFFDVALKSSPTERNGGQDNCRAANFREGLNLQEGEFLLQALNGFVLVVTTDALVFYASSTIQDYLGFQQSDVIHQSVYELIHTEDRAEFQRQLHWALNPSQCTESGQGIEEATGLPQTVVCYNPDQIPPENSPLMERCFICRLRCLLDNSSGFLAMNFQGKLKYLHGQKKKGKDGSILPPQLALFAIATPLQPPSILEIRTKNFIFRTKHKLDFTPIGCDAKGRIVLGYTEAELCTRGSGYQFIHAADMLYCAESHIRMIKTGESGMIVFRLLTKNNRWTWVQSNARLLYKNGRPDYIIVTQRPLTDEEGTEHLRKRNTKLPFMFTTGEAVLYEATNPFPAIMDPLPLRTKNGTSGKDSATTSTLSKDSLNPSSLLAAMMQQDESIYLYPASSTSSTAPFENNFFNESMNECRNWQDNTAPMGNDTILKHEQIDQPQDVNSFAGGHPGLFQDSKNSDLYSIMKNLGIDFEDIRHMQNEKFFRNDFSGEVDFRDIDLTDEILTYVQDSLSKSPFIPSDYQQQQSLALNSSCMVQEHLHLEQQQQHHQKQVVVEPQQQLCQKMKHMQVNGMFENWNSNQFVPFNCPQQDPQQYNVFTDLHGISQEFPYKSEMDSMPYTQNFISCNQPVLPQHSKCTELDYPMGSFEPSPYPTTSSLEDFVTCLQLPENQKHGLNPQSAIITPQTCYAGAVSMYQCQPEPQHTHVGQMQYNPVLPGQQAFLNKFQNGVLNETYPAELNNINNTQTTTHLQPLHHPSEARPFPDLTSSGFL
# core dimer inh: blocks dimerization of HCV core protein; inhibition, % at 5 µM; actives 0.33% (n = 300,000); TR-FRET GST/Flag-core106 dimerization, 1536-well;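 active = inhibition above the mean of all tested compounds plus 3 SD, set per screening campaign, cut at about 45% in these data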
#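 System: GST/Flag-tagged HCV core106 proteins. Incubation: compound-protein-antibody incubation 4 h at 22.5 °C. Technique: HTRF with 340 nm excitation, 617/671 nm emission. Medium: KF-containing HEPES buffer, pH 7.45, DTT, CHAPS, BSA. Read-out: inhibition (%) from 671 over 617 nm ratio. Also added: Eu(K)-anti-GST 90 ng/mL plus XL665-anti-Flag 1 µg/mL.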
# PP1 counter: PP1-alpha (human) inhibition in PP5 counter-screen. inhibition, % at 6.7 µM. actives 0.9% (n = 320,000). AID 2235. purified PP1alpha, OMFP fluorescence;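 active = inhibition above the mean inhibition of all tested compounds plus 3 SD, computed separately for each screening campaign, cut at about 15% in these data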
# PAFAH2 FP inh: PAFAH2 (human) inhibition; inhibition, % at 3.39 µM; recombinant PAFAH2, FP-rhodamine activity probe, fluorescence polarization; AID 492956; Q99487; actives 0.99% (n = 340,000);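 active = inhibition above the mean over all tested compounds plus 3 SD, cut at about 30% in these data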;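 note: inhibitors block probe labeling of enzyme so polarization drops; 0% = enzyme with DMSO and 100% = wells lacking PAFAH2 protein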
# proCasp3 act: procaspase-3 (human) activation; P42574; recombinant procaspase-3 D3A, Ac-DEVD-pNA absorbance 405 nm; activation, % at 8.5 µM; actives 0.11% (n = 330,000); AID 463141;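 active = activation above the mean of all tested compounds plus 3 SD, cut at about 21% in these data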;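 note: 0% = DMSO alone and 100% = DMSO wells spiked with extra 5 µM PC-3 D3A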
# Target sequence (P42574 whole entry D9A/D28A/D175A): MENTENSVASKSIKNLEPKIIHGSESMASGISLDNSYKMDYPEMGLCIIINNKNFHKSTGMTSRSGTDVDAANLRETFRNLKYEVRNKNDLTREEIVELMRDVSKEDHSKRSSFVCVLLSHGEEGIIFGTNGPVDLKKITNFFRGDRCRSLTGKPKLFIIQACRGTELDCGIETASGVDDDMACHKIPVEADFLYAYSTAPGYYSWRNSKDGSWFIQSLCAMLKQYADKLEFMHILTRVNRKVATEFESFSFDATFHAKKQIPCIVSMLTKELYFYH
#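 Test system: Procaspase-3 D3A mutant; medium: Zinc-free HEPES/NaCl buffer with 0.01% Triton X-100 at pH 7.4; reagent: DEVD-pNA substrate; doses: one concentration, 8.5 µM nominal, 0.8% DMSO; times: 1 h preincubation plus 2 h reaction at 25 °C; signal: Epi-absorbance at 405 nm of released p-nitroaniline, 0 and 120 min; replicates: singlicate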
# CTSL1 counter: blocks F. hepatica cathepsin L1 in PFM18AAP counter-screen; actives 0.49% (n = 300,000); inhibition, % at 5.96 µM; recombinant F. hepatica cathepsin L1, Z-Leu-Arg-MCA fluorescence;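 active = inhibition above the mean of all tested compounds plus 3 SD, set per screening campaign, cut at about 17% in these data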;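 note: 0% = plate median of test compound wells and 100% = 1 µM Z-Phe-Ala-diazomethylketone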
# PP5 inh: inhibitors of human protein phosphatase 5 (PP5). P53041. purified PP5c, OMFP substrate fluorescence. inhibition, % at 6.7 µM. actives 0.18% (n = 320,000). AID 1987;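 active = inhibition above the campaign's mean inhibition across all tested compounds plus 3 SD, cut at about 9.5% in these data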;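 note: 0% = DMSO only and 100% = 100 µM cantharidin control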
# TPT1 inhibitor: blocks Candida albicans tRNA 2'-phosphotransferase; actives 0.81% (n = 300,000); recombinant caTPT1, FP RNA substrate dephosphorylation; inhibition, % at 5 µM;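 active = inhibition above the mean of all tested compounds plus 3 SD, set per screening campaign, cut at about 24% in these data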;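 note: plate controls were DMSO alone for no effect and ferristatin control at 100 nM for full effect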
# * marks the source's active call; other numbers are inactive results; nt = no result given.
SMILES,proCasp7 act,AHR activator,core dimer inh,PP1 counter,PAFAH2 FP inh,proCasp3 act,CTSL1 counter,PP5 inh,TPT1 inhibitor
COc1ccc(-c2noc(-c3cc(C)cc(C)c3)n2)cc1OC,3.1,3.8,-1.5,-1.0,0.8,7.4,1.8,0.8,1.6
Cc1cccc(NC(=O)CN(C)S(=O)(=O)c2cccc3cccnc23)c1,-7.5,2.5,3.0,-2.0,8.1,-4.5,1.1,1.1,0.5
COc1ccc(OC)c(N(CC(=O)NCc2ccccn2)S(C)(=O)=O)c1,5.2,-0.8,0.0,-1.9,4.7,0.3,-0.6,3.3,-0.9
CC(C)/C=N/NC(=O)c1cccc(N2CCCC2=O)c1,4.9,36.4,-9.8,-7.2,0.5,2.3,4.8,1.0,0.5
CC1CCN(c2c(NCC3CCC(C(=O)NCCc4ccc(Cl)cc4)CC3)c(=O)c2=O)CC1 (stereo not drawn),0.4,2.9,5.2,-3.1,2.3,-3.3,-0.3,-1.8,-0.5
CC(CNC(=O)COC(=O)c1cccs1)c1ccccc1 (stereo not drawn),2.9,0.0,nt,3.0,75.4*,5.5,nt,-2.0,nt
COCCn1c(C)cc(C(=O)CSc2nnc(C3CC3)n2C2CC2)c1C,8.0,1.5,nt,-10.2,1.0,9.1,nt,-0.5,nt
C=CCN1C=CC(=CC=C(C#N)C#N)C=C1,-17.4,1.6,-17.4,-3.0,-0.1,-3.7,6.5,0.9,137.0*
O=c1[nH]c(=O)n(Cc2ccco2)c2c1C(C(F)(F)F)(C(F)(F)F)N=C(c1ccco1)N2,5.1,-2.4,-1.6,1.8,-0.1,6.1,-0.8,3.3,1.3
COc1ccc(C(=O)Nc2ccc(S(=O)(=O)NCc3ccco3)cc2)cc1OC,-8.0,2.4,3.5,-1.0,-1.5,2.3,0.5,1.1,1.5
Cc1onc(-c2ccccc2Cl)c1C(=O)NC(=S)Nc1ccc(C(C)(C)C)cc1,2.8,5.5,4.1,-0.2,-7.0,-2.5,-2.8,2.7,-3.5
Cn1c(SCC(=O)Nc2ncc(C(F)(F)F)cc2Cl)nnc1-c1ccc(Cl)cc1,-6.3,0.2,3.8,2.2,3.1,-6.8,-0.9,-0.8,12.1
O=C(O)c1ccc(NCc2cccnc2)c([N+](=O)[O-])c1,-6.3,0.0,-1.5,3.6,-7.4,0.4,2.8,1.2,-0.4
COc1ccc2oc(=N)c(C(=O)Nc3ccc(Cl)cc3)cc2c1,12.2,-2.2,-1.0,0.0,-3.7,2.8,-0.5,-1.3,2.4
CCN(CC)C(=O)c1ccc2c(=O)n(Cc3ccc4c(c3)OCO4)c(=S)[nH]c2c1,11.3,3.4,-0.7,-3.7,4.3,-3.8,-0.7,0.6,-3.5
COc1ccccc1-c1c(C(F)(F)F)oc2cc(OC(=O)c3ccccc3[N+](=O)[O-])ccc2c1=O,-2.8,-3.4,-2.9,0.3,10.0,-6.2,2.4,0.1,-2.0
COc1cccc(C(=O)Nc2cccc(C(=O)NCC(C)C)c2)c1,-1.7,7.4,1.7,-0.8,-8.1,0.9,-0.5,-1.8,-2.8
COc1cc(C(=O)Nc2ccc(N3CCOCC3)cc2)ccc1OCc1c(C)noc1C,1.4,9.9,0.5,1.9,1.6,-5.5,-0.3,-1.1,-4.3
CCOc1cc(C2NC(=S)NC(C)=C2C(=O)Nc2ccc(OC)cc2)ccc1O (stereo not drawn),-10.7,-0.9,-6.0,-1.2,-0.2,-8.8,-3.7,-0.2,-2.8
NC(=O)CSc1nnc(-c2ccc3c(c2)OCO3)o1,3.3,12.7,2.2,-0.9,nt,-5.7,2.4,1.2,0.1
O=C1CC(NCc2ccc3c(c2)OCO3)C(=O)N1Cc1ccc2c(c1)OCO2 (stereo not drawn),-23.8,4.7,-4.8,-1.8,-1.6,-25.5,1.1,-1.2,-3.6
O=C(COC(=O)C(CO)NS(=O)(=O)c1ccc(Br)cc1)Nc1ccc2c(c1)OCCO2 (stereo not drawn),1.7,-1.6,nt,nt,5.1,0.6,nt,nt,nt
CC(=O)N1c2ccccc2NC2=C(C(=O)CC(C)(C)C2)C1c1cccn1C (stereo not drawn),-2.4,0.5,5.3,1.1,-9.9,7.2,1.2,0.9,-0.5
Nc1nc(NC(=O)c2cccc(S(=O)(=O)N3CCCCCC3)c2)nc(-c2ccccc2)n1,10.5,0.7,15.4,1.2,-7.4,-5.1,-6.7,1.6,0.6
COc1cccc(N/N=C(\C#N)S(=O)(=O)C(C)(C)C)c1,4.6,-0.8,-0.8,-4.2,nt,-9.2,-0.1,1.7,-0.7
CCc1ccc(Nc2n[n+](-c3ccccc3)c(-c3cc(OC)c(OC)cc3Br)s2)cc1,-26.5,1.7,-61.9,5.0,-4.4,-13.3,-1.6,3.0,2.5
CC1CN(C(=O)C(C)Sc2nc3ccccc3s2)CC(C)O1 (stereo not drawn),10.1,21.2,-8.1,1.8,-2.1,-16.8,-1.9,0.6,2.8
CCN(c1ccccc1)S(=O)(=O)c1ccc(Cl)c(C(=O)OCC(=O)NC(=O)C(C)C)c1,5.1,3.6,9.3,2.3,3.1,7.7,-9.7,2.3,-0.7
Clc1ccc(OCc2nnc(SCc3nc4ccccc4[nH]3)n2Cc2ccco2)cc1,-9.0,8.0,9.3,6.7,0.7,-11.4,3.1,2.7,7.8
COc1ccc(-n2cnnc2SCC(=O)Nc2cc(C(C)(C)C)nn2-c2ccccc2)cc1,-10.2,-1.1,2.6,-1.1,1.8,6.2,-0.2,0.0,-1.9
O=C(Nc1ccc2oc(-c3ccncc3)nc2c1)c1ccc([N+](=O)[O-])o1,6.7,0.7,7.7,2.2,6.7,5.5,23.0*,-1.3,0.1
O=C(COC(=O)c1cc(Cl)ccc1Cl)Nc1ccc2[nH]c(=O)[nH]c2c1,9.5,1.7,-2.7,-0.4,8.5,-3.4,-0.6,0.7,2.3
CCOc1ccc2[nH]cc(S(=O)(=O)c3ccc(Cl)cc3)c(=O)c2c1,9.5,4.1,4.5,1.6,5.2,12.5,4.3,1.8,1.4
Cc1ccc(O)c(CNc2cnc3ccccc3c2)c1,0.7,10.2,1.1,-3.6,3.9,-7.5,-5.9,1.0,0.6
CC(C)Cc1cc(C(=O)N2CCN(C(c3ccccc3)c3ccccc3)CC2)no1,-1.9,0.5,6.5,1.2,-4.5,2.7,4.5,2.2,-4.6
COc1ccc(CC(=O)OCC(=O)Nc2ccc(Br)cc2)cc1,1.3,0.7,3.3,0.0,16.2,-8.4,1.9,2.1,4.2
COc1cccc(-c2nc(-c3ccccc3)[nH]c(=O)c2C#N)c1,1.8,79.0*,10.7,3.2,5.5,-13.4,-5.4,-3.5,-3.6
COc1ccc(CCNS(=O)(=O)CCNC(=O)c2ccc3c(c2)OCO3)cc1,5.5,5.8,-0.1,-2.1,4.3,-1.1,-2.2,-2.6,2.8
Cc1ccccc1-c1nc(SCc2cccnc2)c2c(=O)n(C)c(=O)n(C)c2n1,8.8,4.0,3.2,-2.4,0.4,2.4,-0.1,0.2,-1.6
O=c1c(-c2ccc(O)cc2O)coc2cc(O)cc(O)c12,-2.9,-0.5,-4.2,-5.6,-3.1,-3.1,-0.1,-0.4,-1.7
CCCc1nc2sc3c(=O)n(N)cnc3c2c2c1COC(C)(C)C2,2.7,-3.8,-5.2,-3.4,nt,3.7,-2.6,1.1,-1.6
CN(CCCN1CCOCC1)C(=O)c1ccc2nc(Cc3cccc(Cl)c3)oc2c1,4.0,3.4,10.6,-7.8,-1.2,-3.3,-1.9,2.1,0.0
Cc1cc(C)c(OCC(=O)OCC(=O)NC2CCC(C)CC2)c(C)c1 (stereo not drawn),-8.9,2.7,-3.1,-0.6,-2.7,6.4,-8.6,0.4,-1.9
CC1CCCCN1CCCNC(=O)CN1C(=O)c2cccnc2Oc2ccc(Cl)cc21 (stereo not drawn),1.9,-0.2,-6.2,-6.9,0.3,-4.1,-1.2,-6.0,-0.4
Cc1cc(C)c2c(-n3cccc3)n[nH]c2n1,2.6,-4.0,-3.4,-2.6,-2.7,3.1,-7.0,2.8,-4.0
Cc1ccc(NC(=O)CSc2nnc(CN3CCOCC3)n2-c2ccccc2)cc1,9.2,-0.8,1.1,-1.4,0.8,2.4,-5.5,0.5,-1.7
CC(C)CC(=O)Nc1cccc(C(C)O)c1 (stereo not drawn),5.0,5.9,-0.3,-4.6,nt,6.2,6.9,-3.6,4.0
NC(=O)COC(=O)c1ccc2c(c1)S(=O)(=O)c1ccccc1C2=O,0.8,-1.9,3.8,-4.5,-9.9,4.1,2.2,-0.9,3.0
CC(C)CC(=O)N1CCN(c2ccc([N+](=O)[O-])cc2Cl)CC1,-33.2,-4.2,-2.6,0.2,-0.9,-8.8,3.6,-1.4,-3.9
CCOC(=O)c1sc(NC(=O)c2cc(S(=O)(=O)N3CCOCC3)ccc2C)nc1C,-6.2,-0.5,4.3,3.4,-0.1,0.4,0.5,3.1,-4.1
Cc1ccc(S(=O)(=O)N2CCCCC2c2cccnc2)c(C)c1C (stereo not drawn),9.6,4.6,-0.4,-1.4,-1.1,5.7,-2.3,0.2,2.3
CC(=NCCCn1ccnc1)C1=C(O)c2ccccc2C1=O,-1.0,22.7,-4.9,-3.1,4.2,-0.2,1.0,-0.7,1.3
CCCCCN1CC(=O)N2Cc3[nH]c4ccccc4c3C[C@H]2C1=O,4.1,-6.4,5.3,0.8,0.2,3.9,-0.6,-1.3,-3.8
CCN(CC(=O)Nc1ccccc1C(F)(F)F)C(=O)CN1C(=O)NC2(CCCCC2)C1=O,3.5,0.0,-2.9,-0.3,-6.6,2.5,4.0,0.9,4.8
O=P(O)(O)c1ccccc1OCc1ccccc1,-1.5,-1.9,-3.2,3.6,-4.0,-1.8,-2.9,1.1,-4.0
CCCC(=O)Nc1ccc(-c2cnc(-c3ccc(NC(=O)CCC)cc3)nc2)cc1,4.1,-2.5,-3.5,-0.7,10.5,-3.4,0.4,1.7,2.4
O=C(NCc1ccco1)c1ccccc1-c1ccc(C(F)(F)F)cc1,-3.6,0.3,0.1,-1.3,-14.6,1.1,-3.6,0.2,0.9
COc1ccc(/C=C2\Sc3ccc(C(=O)NCC4CCCO4)cc3N(C)C2=O)cc1 (stereo not drawn),-22.5,3.6,-1.6,3.0,4.0,-14.1,-0.7,0.2,-0.8

# 2 of the compounds above, with bars between the fields.
Molecule | proCasp7 act | AHR activator | core dimer inh | PP1 counter | PAFAH2 FP inh | proCasp3 act | CTSL1 counter | PP5 inh | TPT1 inhibitor
Cc1ccc(S(=O)(=O)N2CCCCC2c2cccnc2)c(C)c1C (stereo not drawn) | 9.6 | 4.6 | -0.4 | -1.4 | -1.1 | 5.7 | -2.3 | 0.2 | 2.3
CC(=NCCCn1ccnc1)C1=C(O)c2ccccc2C1=O | -1.0 | 22.7 | -4.9 | -3.1 | 4.2 | -0.2 | 1.0 | -0.7 | 1.3

# High-throughput results: PubChem BioAssay, The Scripps Research Institute Molecular Screening Center
